MDM2 E3 inh – MDM2-luciferase reporter signal enhancers, primary screen, MDM2 E3 ligase inhibitor project, cell-based, luminescence, 1536-well; E3 ubiquitin-protein ligase Mdm2 (Homo sapiens), Q00987; cell-based MDM2 ubiquitination luciferase reporter, 2 h; 0 = plate control, 100 = twice control, blank-subtracted; signal enhancement, % at 5 µM; actives 0.11% (n = 210,000); AID 1230, 2008;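 active = signal enhancement of 30% or more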;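 note: luminescence tracks abundance of the self-degrading MDM2-luciferase fusion protein; higher signal means inhibition of MDM2 E3 ligase activity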
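Material: Stable MDM2–luciferase fusion reporter cells | Amount: 2000 cells seeded into each well | Dosing: One concentration, 5 µM, with 0.2% DMSO | Incubation: 4 h cell settling then 2 h compound exposure, 37 °C | Measured by: Luciferase luminescence | Read-out basis: % enhancement relative to plate controls after blank subtraction | Benchmarks: Control and blank well means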
eIF4E-4G inh – eIF4E–eIF4G protein interaction inhibitors, primary screen, biochemical, uHTS, TR-FRET, eIF4GI fragment | TR-FRET eIF4E-eIF4GI(517-606) binding, 2 h | actives 0.37% (n = 220,000) | Eukaryotic translation initiation factor 4E (Mus musculus) + Eukaryotic translation … | inhibition, % at 21.7 µM;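 active = inhibition above about 30%, limit read from the data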;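 note: 0% = full FRET control wells and 100% = background wells lacking eIF4GI fragment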
L929 necroptosis – inhibitors of zVAD-triggered necroptosis, primary screen, L929 cells | L929 zVAD necroptosis rescue, ATP luminescence, 24 h; with zVAD 60 µM | viability rescue, % at 10 µM | actives 0.38% (n = 220,000) | AID 1377, 2008;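 active = activation, scaled between plate controls, above about 75%, limit read from the data; inactive = activation under that limit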;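 note: 0% = zVAD with DMSO and 100% = DMSO alone without zVAD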
EBV gp42 block – Epstein-Barr virus gp42 inhibitors, primary screen, biochemical, uHTS, fluorescence polarization | Glycoprotein 42 (Epstein-Barr virus (strain AG876)), Q1HVG2 | Fluorescence polarization binding assay, mP read-out | inhibition, % (tested at 21.74 µM) | actives 0.42% (n = 220,000) | AID 1085, 2008; in the data active = inhibition above about 50%
PERK inh – block of dimerizer-induced PERK translation repression, primary screen, PERK inhibitor project, CHO PERK-DD cells, SEAP luminescence, HTS | CHO PERK-DD fusion, SEAP luminescence translation reporter | inhibition, % at 5.6 µM | actives 0.17% (n = 220,000) | AID 1416, 2008;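 active = inhibition above the mean inhibition of all tested compounds plus 3 SD, set separately per screening campaign, cut at about 2.9% in these data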;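 note: PERK kinase domain activated by AP20187 dimerizer at 100 nM; 0% = DMSO with dimerizer and 100% = rapamycin at 8.4 µM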
Calpain2 inh – inhibitors of pig calpain II, primary screen, biochemical, fluorogenic peptide substrate, 1536-well; purified calpain II, 30 min; inhibition, % at 16 µM; actives 0.37% (n = 220,000); AID 1236, 2008;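 active = inhibition above about 50%, limit read from the data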
KCC2 mod – KCC2 cotransporter modulators, thallium flux, primary screen, cell-based, HEK293 KCC2, FluoZin-2 fluorescence, MLSMR. Solute carrier family 12 member 5 (Homo sapiens), Q9H2X9. KCC2 cells, thallium flux FluoZin-2 fluorescence. B-score of Tl+ flux slope (higher = more flux/activation; lower = inhibition) at 10 µM. actives 2.2% (n = 190,000). AID 1456, 2008;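 active = thallium flux slope and its plate-corrected score both differing from the plate sample mean at a set confidence after two filtering rounds, in either direction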;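 note: slope of fluorescence scaled to starting intensity during 10 to 20 s after thallium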
Target sequence (Q9H2X9 whole entry, looked up): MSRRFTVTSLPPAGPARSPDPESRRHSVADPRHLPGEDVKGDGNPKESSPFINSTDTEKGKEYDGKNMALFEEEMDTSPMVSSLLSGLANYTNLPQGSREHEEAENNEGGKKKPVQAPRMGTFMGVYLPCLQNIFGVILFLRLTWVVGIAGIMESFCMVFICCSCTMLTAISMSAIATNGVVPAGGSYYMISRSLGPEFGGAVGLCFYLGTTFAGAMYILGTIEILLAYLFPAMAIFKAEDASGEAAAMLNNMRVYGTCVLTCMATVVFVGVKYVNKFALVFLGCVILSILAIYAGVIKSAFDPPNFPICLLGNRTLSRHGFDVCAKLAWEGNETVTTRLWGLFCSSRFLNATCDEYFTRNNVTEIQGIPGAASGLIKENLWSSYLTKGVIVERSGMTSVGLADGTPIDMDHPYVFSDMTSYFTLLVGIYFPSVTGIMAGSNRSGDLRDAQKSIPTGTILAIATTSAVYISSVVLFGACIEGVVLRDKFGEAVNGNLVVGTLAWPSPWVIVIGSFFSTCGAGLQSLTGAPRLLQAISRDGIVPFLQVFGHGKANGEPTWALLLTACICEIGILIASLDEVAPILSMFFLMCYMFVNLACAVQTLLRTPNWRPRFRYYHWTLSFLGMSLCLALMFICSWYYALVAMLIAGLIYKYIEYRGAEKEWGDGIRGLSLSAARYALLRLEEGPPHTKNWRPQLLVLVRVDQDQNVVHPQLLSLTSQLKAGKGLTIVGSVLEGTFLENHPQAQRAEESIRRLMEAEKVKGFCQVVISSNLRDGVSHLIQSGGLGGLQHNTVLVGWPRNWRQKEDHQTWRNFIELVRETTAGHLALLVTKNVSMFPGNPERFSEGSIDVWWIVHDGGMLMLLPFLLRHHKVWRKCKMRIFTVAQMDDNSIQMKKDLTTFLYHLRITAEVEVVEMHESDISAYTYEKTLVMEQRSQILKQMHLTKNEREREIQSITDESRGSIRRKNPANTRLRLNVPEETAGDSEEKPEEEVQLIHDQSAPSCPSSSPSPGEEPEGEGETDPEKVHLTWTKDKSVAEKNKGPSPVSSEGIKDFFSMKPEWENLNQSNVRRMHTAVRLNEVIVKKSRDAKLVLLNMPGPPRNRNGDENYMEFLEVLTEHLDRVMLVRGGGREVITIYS
TNF death inh – inhibitors of TNF-alpha triggered necroptosis, primary screen, cell-based, Jurkat FADD-/-, single concentration; Jurkat FADD-/- TNF necroptosis rescue, ATP luminescence, 24 h; 0 = TNF only, 100 = no-TNF cells; activation (protection from cell death), % at 10 µM; actives 0.068% (n = 220,000); AID 463075, 2010;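 active = activation, meaning protection from cell death, of at least 50% relative to plate controls; inactive = activation below 50%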;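 note: necroptosis triggered by 40 ng/mL TNF-alpha added together with compound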
Rad51 HR inh – human RAD51 strand exchange inhibitors, primary screen, biochemical, fluorescence; DNA repair protein RAD51 homolog 1 (Homo sapiens), Q06609; hRad51 DNA strand exchange, fluorescence dequenching; inhibition, % at 10 µM; actives 0.085% (n = 200,000); AID 1385, 2008;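 active = inhibition above 40% at the single screening dose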;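 note: 0% = DMSO control wells and 100% = blanks with heterologous ssDNA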
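material = hRad51 filaments on single-stranded DNA | timing = filaments 15 min 37 °C, then compound 30 min | signal = FRET fluorescence dequenching, excitation 485 nm, emission 520 nm | benchmarks = control wells and blank wells on each plate | evaluation = percent inhibition relative to plate controls and blanks | compound = 10 µM final, single point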
* hit, by the source's call; x = not tested or not shown; [ ] = another dose, or the depositor's remark. This is a random part of the collection (roughly 3.6% active in at least one column).

SMILES	MDM2 E3 inh	eIF4E-4G inh	L929 necroptosis	EBV gp42 block	PERK inh	Calpain2 inh	KCC2 mod	TNF death inh	Rad51 HR inh
S=C(Nc1ccccc1)Nc1nc2ccccc2n1CCOc1ccccc1	-3	-11	-0.6	-9	-1.4	13	29*	-24	6
CC(C)Cn1c(-c2cccs2)nc2ccccc21	-3	-9	-0.4	-16	0.5	-109	0.52	-2.5	-2
CCOc1ccc(NC(=O)c2ccc(NC(=O)COC(=O)Cc3ccc(OC)cc3)cc2)cc1	-2	6	1.2	-24	1.2	-18	0.62	-1.2	4
C=CCN1C(=O)C(O)(CC(=O)c2ccc(-n3cccc3)cc2)c2ccccc21 (stereo unspecified)	-18	2	0.0	-9	-0.9	-69	-0.44	-0.2	-1
O=C(CSc1ncccn1)N1CCN(Cc2ccccc2)CC1	-9	-4	-0.1	-7	0.4	9	0.59	-0.8	-3
O=C(NC1CCCCCC1)c1cccc(N2CCCC2=O)c1	-25	-16	1.1	-20	-0.3	20	-0.32	0.6	-2
COc1ccc(CCN=C(C)C2=C(O)C(c3ccccc3)OC2=O)cc1OC (stereo unspecified)	-7	-3	0.0	-1	-0.5	-10	-0.1	0.9	2
CNCCC1Sc2ccccc2Oc2ccccc21 (stereo unspecified)	-3	6	5.4	7	0.1	-15	-0.12	0.6	2
COc1ccc(-n2c(C)cc(C(=O)COC(=O)c3cc(NC(=O)c4cccs4)c(OC)c(OC)c3)c2C)cc1	-12	-2[fluorescence artefact?]	0.7	-13	0.5	-98	0.21	2.3	3
O=C(CN1c2ccccc2Sc2ccccc21)NNC(=O)Nc1cccc(Cl)c1	4	1	0.6	-12	-0.8	-10	0.55	-1.7	5
COc1ccc(C(=O)N/N=C/c2ccc(OC)c(CSc3ccccn3)c2)cc1	-1	3	5.0	-5	-0.3	-7	-1.3	1.0	x
Cc1sc2nc(CN3CCOCC3)[nH]c(=O)c2c1-c1ccccc1	-14	1	1.2	-4	0.3	24	0.12	2.2	2
CCOC(=O)c1cnc2ccc(C)cc2c1Nc1ccc(N2CCOCC2)cc1	-6	5	1.5	-5	-0.4	-22	x	-13	-1
CC(C)COC(=O)C(N)C(C(=O)OCC(C)C)c1ccccc1 (stereo unspecified)	-10	3	-0.4	-8	0.0	-25	-0.09	-2.4	-2
O=C(NCc1ccc(F)cc1)C(=O)NCC1OCCN1C(=O)c1cccs1 (stereo unspecified)	-6	-4	0.1	-2	0.7	-10	0.3	1.8	6
C=CCNC(=O)c1ccc(OC2CCN(S(=O)(=O)N(C)C)CC2)cc1	-4	4	17	-24	0.2	-5	0.083	2.9	0
O=C(COc1ccc(Cl)cc1Cl)NNC(=S)Nc1ccc(F)cc1	-11	3	0.2	9	0.3	-8	4.1*	-3.1	-2
CCCN1C(=O)C2(SC(NC(C)=O)=NN2C(C)=O)c2cc(C)cc(C)c21 (stereo unspecified)	-8	0	1.2	-38	0.6	3	0.64	1.6	x
COc1ccc(-c2onc(C)c2-c2cscn2)c(O)c1	3	1	-0.4	-6	0.6	-19	-0.25	-0.3	1
O=C(c1cc2nc(-c3ccco3)cc(C(F)(F)F)n2n1)N1CCN(Cc2ccccc2)CC1	-16	0	-0.5	-2	-0.7	-144	x	-3.4	-1
COc1ccc(Nc2nc(-c3sc(NC(C)=O)nc3C)cs2)cc1	-20	-40	0.9	-18	-0.9	-192	-2.5	-13	x
Cn1c(SCC(=O)NNC(=S)Nc2ccccc2)nnc1-c1ccncc1	-8	4	-0.2	-9	-0.1	-8	-0.65	0.4	-1
CCOC(=O)c1ccc(NC(=S)Nc2ccc(C)cc2)cc1	-2	4	1.1	5	0.3	-26	1.1	-0.1	3
O=C(/C=N/O)NCCCN1CCOCC1	-21	5	0.2	-21	0.9	4	-0.18	1.6	-2
O=C(CNC(=O)c1cccc(OC(F)F)c1)OCn1nnc2ccccc2c1=O	-3	-1	1.4	-5	-0.2	-26	-0.81	-0.5	10
CC1(C)NC(C)(C)/C(=C\c2cccs2)C(=O)C1=O	-7	2	15	-3	0.3	-23	0.23	0.7	-7
O=C1c2ccccc2C(O)N1Cc1ccc2c(c1)OCO2 (stereo unspecified)	-9	-5[fluorescence artefact?]	-0.3	-11	1.0	-5	0.29	0.0	1
Cn1c(=O)c2c3c(sc2n2cnnc12)CCC3	0	-3	-0.1	-4	-0.6	-33	-0.0037	-0.7	-1
CCOC(=O)C1CCCN(S(=O)(=O)c2cc(OCC(N)=O)c(C)cc2Cl)C1 (stereo unspecified)	-4	-1	-2.0	4	0.1	-2	0.76	-2.4	8
O=C(Nc1nnc(-c2ccc(Cl)cc2)o1)Nc1ccccc1Cl	-16	-3[fluorescence artefact?]	0.0	-12	0.2	3	3.5*	-2.7	0
COc1ccc(-n2c(=O)c3ccccc3n(CC(=O)Nc3cc(C)on3)c2=O)cc1OC	-8	5[fluorescence artefact?]	0.5	0	0.3	10	x	1.2	-3
COc1ccc2nc(C)cc(Sc3nc4ccccc4s3)c2c1	-5	16	-1.3	-24	-0.6	20	-0.46	-18	-4
COc1ccc(-c2nc3c(n2O)CCC/C3=N\O)cc1	-28	-4	-0.4	-21	2.2	-55	0.39	-0.6	x
Cc1ccnc2nc(C(=O)Nc3ccc(S(=O)(=O)N4CCCC4)cc3)nn12	-13	3	-0.3	-15	-0.3	25	x	0.1	-14
Cc1ccc(-c2cc(C(=O)OCC(=O)Nc3cc(C)on3)c3ccccc3n2)c(C)c1	-7	-1	0.3	10	0.2	-23	1.1	-0.4	1
O=C(c1ccc2ccccc2c1)C1CCCN(C(=O)CN2C(=O)CSC2=O)C1 (stereo unspecified)	-13	-1	0.8	-3	2.3	-40	0.01	2.1	x

Fetched one by one from the list above:
SMILES	MDM2 E3 inh	eIF4E-4G inh	L929 necroptosis	EBV gp42 block	PERK inh	Calpain2 inh	KCC2 mod	TNF death inh	Rad51 HR inh
COc1ccc2nc(C)cc(Sc3nc4ccccc4s3)c2c1	-5	16	-1.3	-24	-0.6	20	-0.46	-18	-4
Cc1ccc(-c2cc(C(=O)OCC(=O)Nc3cc(C)on3)c3ccccc3n2)c(C)c1	-7	-1	0.3	10	0.2	-23	1.1	-0.4	1
Cc1ccnc2nc(C(=O)Nc3ccc(S(=O)(=O)N4CCCC4)cc3)nn12	-13	3	-0.3	-15	-0.3	25	x	0.1	-14

The list goes on.
SMILES	MDM2 E3 inh	eIF4E-4G inh	L929 necroptosis	EBV gp42 block	PERK inh	Calpain2 inh	KCC2 mod	TNF death inh	Rad51 HR inh
CCCCC(=O)OCC(=O)c1cc(C)n(-c2c(C)n(C)n(-c3ccccc3)c2=O)c1C	8	-8	0.7	-5	-0.1	-6	-1.1	0.8	-11
COc1ccccc1CN(CC(=O)NCC1CCCO1)C(=O)CNS(=O)(=O)c1ccc(C)cc1 (stereo unspecified)	-16	-9	-0.2	-6	-0.2	0	-0.061	-4.2	-5
O=C(CCCN1C(=O)c2cccc3cccc(c23)C1=O)Nc1ccon1	-5	0	1.0	-9	0.8	-31	-0.13	-0.9	-7
Cc1cc(C(=O)CSc2nnnn2-c2ccccc2)c(C)n1-c1ccc2c(c1)OCO2	-10	2	2.8	-30	-0.6	8	0.016	1.9	-12
Cc1ccccc1-n1nc2c(c1NC(=O)c1c(-c3ccccc3Cl)noc1C)CS(=O)(=O)C2	-7	0	-0.4	-11	-1.4	-20	x	0.5	x
O=C(/C=C/c1cccs1)Nc1ccc(N2CCOCC2)c(S(=O)(=O)Nc2cc(Cl)ccc2Cl)c1	-11	3	x	-45	0.2	-152	-0.54	5.3	x
O=C(CN1C(=O)NC2(CCCC2)C1=O)NCCC1=CCCCC1	-21	-5	-0.1	-12	0.6	-10	0.018	-1.1	-6
CCNC(=O)COC(=O)c1ccc(S(=O)(=O)N2CCCCCC2)cc1	x	-12	1.6	-35	-0.7	-8	0.66	1.5	2
COC(=O)c1ccc2c(=O)n(CCO)c(=S)[nH]c2c1	-11	-2	-0.2	8	-0.2	9	1.7	-3.8	-4
CCOC(=O)c1cnc(-c2ccccc2)nc1-c1ccccc1	2	-1	1.5	0	-0.2	36	x	0.5	9
CS(=O)(=O)c1nc(S(=O)(=O)c2ccc(Cl)cc2)c(NCc2ccccn2)s1	7	3	-0.7	-6	0.5	18	-0.44	-0.2	x
O=C(CNS(=O)(=O)c1ccccc1)N1CCCC1	-2	-2	0.5	4	-0.3	-3	-0.23	1.1	14
CC(C)OC(=O)c1c(NC(=O)Cn2cnc([N+](=O)[O-])n2)sc2c1CCCC2	-1	1	0.1	25	0.5	15	x	-1.6	2
CCc1cccc(NC(=O)Cc2ccc(OC)c(OC)c2)c1	0	4	1.2	-14	0.3	3	0.17	-1.3	6
O=c1cc(N2CCCCC2)c(-c2ccccc2)nn1Cc1ccc(Cl)cc1	-31	-3	0.3	-11	1.0	-10	0.012	-7.2	-10
COc1ccccc1N1CCN(C(=O)c2ccc3c(Cl)c4c(nc3c2)CCCC4)CC1	x	5	x	-4	-0.8	-20	-2.6	-4.9	-1
CC1=NN(C(C#N)c2ccc([N+](=O)[O-])cc2)C(C)(C)C1 (stereo unspecified)	-7	1	0.4	-1	0.9	8	0.93	-0.3	x
O=C(CC1(O)C(=O)N(CN2CCOCC2)c2ccccc21)c1ccccc1 (stereo unspecified)	-10	1	-0.5	-25	0.0	-8	0.68	-0.8	3
CCOc1cc(/C=C(/NC(C)=O)C(=O)O)cc(Cl)c1OCc1ccc(Br)cc1	-2	5	-0.7	-9	0.2	40	-0.11	-0.2	15
CN1CCN(Cc2nc(-c3cccs3)no2)CC1c1ccccc1 (stereo unspecified)	-25	4	0.9	-13	1.2	-119	x	1.5	15
Cc1ccc(C(=O)Nc2ccc(CN3CCCCC3)cc2)c(C)c1	-5	1	-0.8	-9	1.6	28	-0.23	0.5	x
COc1ccc(NC(=O)CC(C)C)c([N+](=O)[O-])c1	-6	-1	-0.1	-22	2.1	14	0.34	-2.9	x
CCOc1nc(CC(C)C)c2c(c1C#N)CC(C)(C)OC2	-8	-4	-1.2	-7	0.9	-5	-0.24	-0.5	-9
COc1ccc(-c2nc(CSCC(=O)NC3CCCc4ccccc43)c(C)o2)cc1 (stereo unspecified)	-10	3	26	-20	-2.0	13	x	-2.7	-3

From PubChem BioAssay
